SENP8 block = SENP8 protease inhibition; inhibition, % at 10 µM; purified SENP8, Z-RLRGG-aminoluciferin cleavage, luminescence; AID 2540; actives 1.2% (n = 330,000)
697 NFkB inh = lowers PMA/ionomycin-induced NF-kB signal in 697 B cells; 697 B-cell NF-kB luciferase reporter, 16 h; inhibition, % at 4 µM; actives 0.33% (n = 330,000); AID 435022; in the data active = inhibition above about 35%
EBI2 antag = EBI2 (human) antagonism; P32249; EBI2 beta-arrestin recruitment, luminescence, 7a,25-OHC stimulated; inhibition, % at 5 µM; actives 0.81% (n = 360,000); AID 651636; in the data active = inhibition above about 38%;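 also: enzyme fragment complementation signal reports receptor beta-arrestin coupling in cells; 0% = agonist plus DMSO wells and 100% = wells without agonist; some results beyond the cut were filed as inactive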
UBC13 polyUb = blocks human UBC13 polyubiquitin chain formation | actives 0.47% (n = 330,000) | TR-FRET | P61088 | inhibition, % at 20 µM; in the data active = inhibition above about 45%, passing the limit was not always enough
CCR6 antagonist = antagonists of human CCR6 receptor. P51684. CHO-K1 CCR6 PathHunter beta-arrestin, luminescence, CCL20-stimulated. inhibition, % at 20 µM. actives 0.49% (n = 340,000);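 active = compounds whose inhibition of the agonist-driven luminescence signal at 20 µM reaches about 50%, limit read from the data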;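 also: cells stimulated with CCL20 at 14 nM final; plate controls were DMSO with CCL20 for no effect and DMSO without agonist for full effect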
Gli-Sufu antag = antagonists of Gli-Sufu signaling; Sufu-KO-LIGHT fibroblasts, Gli luciferase reporter luminescence; AID 588413; inhibition, % at 5 µM; actives 0.74% (n = 340,000);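 active = inhibition above about 55%, limit read from the data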;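 also: 0% = DMSO-treated cells and 100% = wells with medium but no cells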
Apaf1 inhib = human Apaf-1 inhibition | reconstituted apoptosome caspase-3 activity, DEVD-Rh110 fluorescence | inhibition, % at 20 µM | actives 0.71% (n = 330,000); active = inhibition of at least 40% at 20 µM;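 also: plate controls were DMSO wells for no effect and DEVD-CHO caspase inhibitor wells for full effect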
Target sequence (O14727 whole entry, looked up): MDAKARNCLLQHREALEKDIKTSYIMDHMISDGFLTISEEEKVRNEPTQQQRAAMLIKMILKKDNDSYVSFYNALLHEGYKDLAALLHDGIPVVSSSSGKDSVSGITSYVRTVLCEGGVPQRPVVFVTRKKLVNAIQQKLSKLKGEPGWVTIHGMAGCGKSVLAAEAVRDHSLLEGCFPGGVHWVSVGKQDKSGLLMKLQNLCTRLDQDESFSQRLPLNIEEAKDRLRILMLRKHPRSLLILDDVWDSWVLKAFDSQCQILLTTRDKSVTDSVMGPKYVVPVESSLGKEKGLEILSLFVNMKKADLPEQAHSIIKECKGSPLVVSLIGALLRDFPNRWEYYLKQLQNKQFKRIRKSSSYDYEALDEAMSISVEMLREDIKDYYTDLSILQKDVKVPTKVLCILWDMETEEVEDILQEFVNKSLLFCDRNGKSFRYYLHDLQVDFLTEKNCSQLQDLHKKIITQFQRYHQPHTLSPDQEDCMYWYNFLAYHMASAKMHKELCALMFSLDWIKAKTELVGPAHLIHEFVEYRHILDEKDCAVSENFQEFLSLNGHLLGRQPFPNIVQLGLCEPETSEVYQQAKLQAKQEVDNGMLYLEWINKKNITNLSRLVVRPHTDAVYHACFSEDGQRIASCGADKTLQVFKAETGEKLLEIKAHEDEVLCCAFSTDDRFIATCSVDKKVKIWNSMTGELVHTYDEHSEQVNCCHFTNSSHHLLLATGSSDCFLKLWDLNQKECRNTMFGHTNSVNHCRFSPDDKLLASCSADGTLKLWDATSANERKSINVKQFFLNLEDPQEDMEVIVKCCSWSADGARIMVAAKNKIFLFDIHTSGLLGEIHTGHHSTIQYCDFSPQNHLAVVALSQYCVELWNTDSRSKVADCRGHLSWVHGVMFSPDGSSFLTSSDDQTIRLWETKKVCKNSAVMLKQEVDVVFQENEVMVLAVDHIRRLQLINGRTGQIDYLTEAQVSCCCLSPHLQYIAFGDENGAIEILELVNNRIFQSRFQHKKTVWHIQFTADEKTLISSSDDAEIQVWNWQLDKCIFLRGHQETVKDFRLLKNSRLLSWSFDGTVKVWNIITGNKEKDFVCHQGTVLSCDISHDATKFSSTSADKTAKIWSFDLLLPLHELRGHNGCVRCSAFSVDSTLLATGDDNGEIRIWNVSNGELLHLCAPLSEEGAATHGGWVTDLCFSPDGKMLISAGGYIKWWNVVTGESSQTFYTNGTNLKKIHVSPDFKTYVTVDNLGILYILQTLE
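Material: biochemical Apaf-1 apoptosome reconstitution. Medium: Hepes buffer, pH 7.5. Also added: cytochrome c activation, bis-DEVD rhodamine 110 substrate. Timing: 30 min compound preincubation, 50 min activation, room temperature. Measured by: rhodamine 110 fluorescence at Ex 480/Em 540 nm.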
Jurkat NFkB inh = inhibitors of the PMA/ionomycin-induced NF-kB reporter in Jurkat cells | PMA/ionomycin-induced NF-kB luciferase reporter, luminescence | inhibition, % at 4 µM | actives 0.53% (n = 330,000) | AID 435003
Starred values were filed as active, the others as inactive. Rule as the data show it, unless noted: active = inhibition above about 50%; inactive = the rest. Not all compounds are listed; rates above refer to the full screens.

Screening O=C(CSc1ccc(Cl)cc1)NNC(=O)c1ccncc1 returned SENP8 block 14, 697 NFkB inh 22, EBI2 antag -5, UBC13 polyUb 4, CCR6 antagonist 8, Gli-Sufu antag 0, Apaf1 inhib -8 and Jurkat NFkB inh -1.
`Cc1cccc(N2C(=O)NC3(CCCCC3)C2=O)c1` gave SENP8 block -2, 697 NFkB inh -9, EBI2 antag -11, UBC13 polyUb -3, CCR6 antagonist 2, Gli-Sufu antag 6, Apaf1 inhib 10 and Jurkat NFkB inh -8.
Cn1cccc1C1CCCN1CC(=O)Nc1ccc(C(N)=O)cc1 (centres undefined) was read as SENP8 block 5, 697 NFkB inh 0, EBI2 antag 6, UBC13 polyUb 5, CCR6 antagonist -6, Gli-Sufu antag 7, Apaf1 inhib -4 and Jurkat NFkB inh -12.
For CCCCN(C)C(=O)Cn1cnc2sc(C)cc2c1=O the results were SENP8 block 0, 697 NFkB inh 8, EBI2 antag 8, UBC13 polyUb 7, CCR6 antagonist -2, Gli-Sufu antag -1, Apaf1 inhib -7 and Jurkat NFkB inh -2.
`Cc1nc(NC(=O)CC(C)C)sc1-c1csc(Nc2ccc(Cl)cc2)n1` gave SENP8 block -1, 697 NFkB inh 23, EBI2 antag 37, UBC13 polyUb -6, CCR6 antagonist -2, Gli-Sufu antag -5, Apaf1 inhib 11 and Jurkat NFkB inh 13.
`N#Cc1ccc(N2Cc3ccccc3C2=NC(=O)c2cccnc2Cl)cc1` gave SENP8 block -1, 697 NFkB inh -61, EBI2 antag -9, UBC13 polyUb 5, CCR6 antagonist 15, Gli-Sufu antag -34, Apaf1 inhib 5 and Jurkat NFkB inh -44.
For Cc1ccc(C)c(OCc2cc(C(=O)NC(C)c3cnn(C)c3)no2)c1 (centres undefined) the results were SENP8 block 2, 697 NFkB inh -18, EBI2 antag 5, UBC13 polyUb 0, CCR6 antagonist 15, Gli-Sufu antag -27, Apaf1 inhib 4 and Jurkat NFkB inh 5.
`COc1ccc(C(=O)OCC(=O)Nc2cc(C)on2)cc1S(=O)(=O)N1CCOCC1` gave SENP8 block 3, 697 NFkB inh 17, EBI2 antag 2, UBC13 polyUb -1, CCR6 antagonist 2, Gli-Sufu antag -3, Apaf1 inhib -11 and Jurkat NFkB inh -5.
For COc1ccc(CCNC(=O)C2CCN(S(=O)(=O)c3ccc(F)cc3)CC2)cc1 the results were SENP8 block -1, 697 NFkB inh 19, EBI2 antag 9, UBC13 polyUb 9, CCR6 antagonist 10, Gli-Sufu antag -5, Apaf1 inhib -8 and Jurkat NFkB inh 3.
Screening CC(OC(=O)c1oc2ccccc2c1CSC1CCCCC1)C(=O)NC(N)=O (centres undefined) returned SENP8 block -1, 697 NFkB inh -6, EBI2 antag 19, UBC13 polyUb 11, CCR6 antagonist -37, Gli-Sufu antag 2, Apaf1 inhib -2 and Jurkat NFkB inh -5.

By substructure: the entries above containing an aryl methoxy group (2)
`COc1ccc(C(=O)OCC(=O)Nc2cc(C)on2)cc1S(=O)(=O)N1CCOCC1` gave SENP8 block 3, 697 NFkB inh 17, EBI2 antag 2, UBC13 polyUb -1, CCR6 antagonist 2, Gli-Sufu antag -3, Apaf1 inhib -11 and Jurkat NFkB inh -5.
For COc1ccc(CCNC(=O)C2CCN(S(=O)(=O)c3ccc(F)cc3)CC2)cc1 the results were SENP8 block -1, 697 NFkB inh 19, EBI2 antag 9, UBC13 polyUb 9, CCR6 antagonist 10, Gli-Sufu antag -5, Apaf1 inhib -8 and Jurkat NFkB inh 3.

(next part)
`COC(=O)CC1=C(C)C(=O)CC2C(C)(C)CCCC12C` (centres undefined) gave SENP8 block -6, 697 NFkB inh 5, EBI2 antag -3, UBC13 polyUb -4, CCR6 antagonist 7, Gli-Sufu antag 9, Apaf1 inhib 11 and Jurkat NFkB inh 6.
Screening COc1ccc(C(=O)NC(=S)N2CCN(c3ccccc3OC)CC2)cc1 returned SENP8 block -5, 697 NFkB inh 18, EBI2 antag -12, UBC13 polyUb 6, CCR6 antagonist 23, Gli-Sufu antag 3, Apaf1 inhib 3 and Jurkat NFkB inh 6.
COc1ccc(CNC(=O)c2ccc3c(=O)n(CCCN4CCCC4=O)c(=S)[nH]c3c2)cc1 was read as SENP8 block 0, 697 NFkB inh 18, EBI2 antag -5, UBC13 polyUb 23, CCR6 antagonist 3, Gli-Sufu antag 49, Apaf1 inhib -13 and Jurkat NFkB inh 11.
Screening CCCOc1cccc(C2C(C(=O)c3ccco3)=C(O)C(=O)N2c2nnc(C)s2)c1 (centres undefined) returned SENP8 block -3, 697 NFkB inh 6, EBI2 antag -2, UBC13 polyUb -5, CCR6 antagonist -7, Gli-Sufu antag -8, Apaf1 inhib -12 and Jurkat NFkB inh 2.
COCCNC(=O)C1CCC(=O)N(c2ccc(OC)cc2)C1c1ccc(OC)c(OC)c1 (centres undefined) was read as SENP8 block 2, 697 NFkB inh 2, EBI2 antag -2, UBC13 polyUb -2, CCR6 antagonist -4, Gli-Sufu antag 0, Apaf1 inhib 3 and Jurkat NFkB inh -2.
Screening Cc1ccn(CCC(=O)O)n1 returned SENP8 block -5, 697 NFkB inh 7, EBI2 antag 5, UBC13 polyUb 9, CCR6 antagonist 4, Gli-Sufu antag 1, Apaf1 inhib -12 and Jurkat NFkB inh -5.
For CCC(=O)Nc1ccc(S(=O)(=O)Nc2ncccn2)cc1 the results were SENP8 block -7, 697 NFkB inh 6, EBI2 antag -8, UBC13 polyUb -4, CCR6 antagonist -2, Gli-Sufu antag 8, Apaf1 inhib 4 and Jurkat NFkB inh -7.
`COc1cc(C)c(C(C)C)cc1S(=O)(=O)NC1CC(C)(C)NC(C)(C)C1` gave SENP8 block 0, 697 NFkB inh 5, EBI2 antag -3, UBC13 polyUb 7, CCR6 antagonist 3, Gli-Sufu antag -11, Apaf1 inhib -2 and Jurkat NFkB inh -4.
Screening O=C(CC(C(=O)O)c1ccc(Cl)cc1Cl)c1ccc(Cl)cc1 (centres undefined) returned SENP8 block 9, 697 NFkB inh -3, EBI2 antag -8, UBC13 polyUb 0, CCR6 antagonist 13, Gli-Sufu antag 3, Apaf1 inhib -1 and Jurkat NFkB inh 3.
`CN(C)c1ccc(-c2noc(C3CCN(S(=O)(=O)c4cccc(Cl)c4)CC3)n2)cc1` gave SENP8 block 0, 697 NFkB inh -7, EBI2 antag 18, UBC13 polyUb 28, CCR6 antagonist 9, Gli-Sufu antag 0, Apaf1 inhib -7 and Jurkat NFkB inh 4.
For COc1ccc(OC)c(NC(=S)NCc2ccccc2OC)c1 the results were SENP8 block 3, 697 NFkB inh 18, EBI2 antag -1, UBC13 polyUb 0, CCR6 antagonist -1, Gli-Sufu antag 0, Apaf1 inhib 7 and Jurkat NFkB inh -10.
Screening CCN(CCCNC(=O)c1[nH]c(C)c(C(C)=O)c1C)c1cccc(C)c1 returned SENP8 block -4, 697 NFkB inh -1, EBI2 antag 1, UBC13 polyUb 11, CCR6 antagonist 5, Gli-Sufu antag -4, Apaf1 inhib 3 and Jurkat NFkB inh 2.
`COc1ccc(S(=O)(=O)NCC(=O)Nc2ccc(F)cc2)cc1` gave SENP8 block 1, 697 NFkB inh 7, EBI2 antag -5, UBC13 polyUb -4, CCR6 antagonist -7, Gli-Sufu antag 27, Apaf1 inhib 10 and Jurkat NFkB inh 7.
Screening Cc1ccc(CON=C2CCN(c3ncc(C(F)(F)F)cc3Cl)CC2)cc1 returned SENP8 block -1, 697 NFkB inh 16, EBI2 antag 43*, UBC13 polyUb -9, CCR6 antagonist -18, Gli-Sufu antag -11, Apaf1 inhib 15 and Jurkat NFkB inh 6.
`CC(NC(=O)c1ccc(=O)oc1)c1ccccc1` (centres undefined) gave SENP8 block 2, 697 NFkB inh 14, EBI2 antag 1, UBC13 polyUb -8, CCR6 antagonist -1, Gli-Sufu antag -3, Apaf1 inhib -13 and Jurkat NFkB inh 8.
For O=C1NC(c2ccc(Br)cc2)Nc2sc3c(c21)CCC3 (centres undefined) the results were SENP8 block 0, 697 NFkB inh -26, EBI2 antag 11, UBC13 polyUb 8, CCR6 antagonist -2, Gli-Sufu antag -21, Apaf1 inhib 26 and Jurkat NFkB inh -7.
For COCCCNC(=O)CC(NS(=O)(=O)c1ccc(Cl)cc1)c1ccc(OC)cc1 (centres undefined) the results were SENP8 block -3, 697 NFkB inh -9, EBI2 antag -13, UBC13 polyUb -6, CCR6 antagonist 9, Gli-Sufu antag 5, Apaf1 inhib -18 and Jurkat NFkB inh -7.
For CC(C)(C)c1ccc(OCCC(=O)NNC(=O)c2ccncc2)cc1 the results were SENP8 block -22, 697 NFkB inh -7, EBI2 antag 4, UBC13 polyUb -9, CCR6 antagonist 11, Gli-Sufu antag -12, Apaf1 inhib 11 and Jurkat NFkB inh -5.
Screening CCN(C[C@H]1N[C@@](Cc2ccccc2)(C(=O)OC)[C@H]2C(=O)N(Cc3ccccc3)C(=O)[C@@H]12)S(=O)(=O)c1ccc(F)cc1 returned SENP8 block 0, 697 NFkB inh -1, EBI2 antag 24, UBC13 polyUb -1, CCR6 antagonist 15, Gli-Sufu antag -12, Apaf1 inhib 12 and Jurkat NFkB inh -5.
Screening N#C/C(=N\O)c1nc2ccccc2[nH]1 returned SENP8 block -14, 697 NFkB inh -7, EBI2 antag 1, UBC13 polyUb -16, CCR6 antagonist -1, Gli-Sufu antag 4, Apaf1 inhib -15 and Jurkat NFkB inh 2.

Fetched by compound from above (3):
Screening CCN(C[C@H]1N[C@@](Cc2ccccc2)(C(=O)OC)[C@H]2C(=O)N(Cc3ccccc3)C(=O)[C@@H]12)S(=O)(=O)c1ccc(F)cc1 returned SENP8 block 0, 697 NFkB inh -1, EBI2 antag 24, UBC13 polyUb -1, CCR6 antagonist 15, Gli-Sufu antag -12, Apaf1 inhib 12 and Jurkat NFkB inh -5.
Screening Cc1ccc(CON=C2CCN(c3ncc(C(F)(F)F)cc3Cl)CC2)cc1 returned SENP8 block -1, 697 NFkB inh 16, EBI2 antag 43*, UBC13 polyUb -9, CCR6 antagonist -18, Gli-Sufu antag -11, Apaf1 inhib 15 and Jurkat NFkB inh 6.
For O=C1NC(c2ccc(Br)cc2)Nc2sc3c(c21)CCC3 (centres undefined) the results were SENP8 block 0, 697 NFkB inh -26, EBI2 antag 11, UBC13 polyUb 8, CCR6 antagonist -2, Gli-Sufu antag -21, Apaf1 inhib 26 and Jurkat NFkB inh -7.

(more compounds)
Screening O=C(Nc1nc2c(F)cccc2s1)C1CC1 returned SENP8 block -12, 697 NFkB inh -13, EBI2 antag -5, UBC13 polyUb 2, CCR6 antagonist -12, Gli-Sufu antag -7, Apaf1 inhib 2 and Jurkat NFkB inh -24.
For Cc1cc(NC(=O)CSc2nc3c(c(-c4cccnc4)c2C#N)CCC3)no1 the results were SENP8 block -1, 697 NFkB inh -7, EBI2 antag -1, UBC13 polyUb 12, CCR6 antagonist -7, Gli-Sufu antag 3, Apaf1 inhib -11 and Jurkat NFkB inh 21.
For CC(=O)c1c(C)[nH]c(C(=O)OCn2nnc3ccccc3c2=O)c1C the results were SENP8 block -13, 697 NFkB inh -23, EBI2 antag -9, UBC13 polyUb -5, CCR6 antagonist -9, Gli-Sufu antag 1, Apaf1 inhib 12 and Jurkat NFkB inh 15.
`CC(=O)N1C(=S)NC(=O)/C1=C1/C(=O)N(CC(=O)Nc2cccc(C)c2)c2ccccc21` gave SENP8 block -8, 697 NFkB inh -11, EBI2 antag -9, UBC13 polyUb -2, CCR6 antagonist 34, Gli-Sufu antag -1, Apaf1 inhib 3 and Jurkat NFkB inh 9.
COc1ccc(CNS(=O)(=O)c2ccc(NC(=O)N3CCCCC3)cc2)cc1 was read as SENP8 block 9, 697 NFkB inh -35, EBI2 antag -4, UBC13 polyUb -9, CCR6 antagonist 2, Gli-Sufu antag 15, Apaf1 inhib 5 and Jurkat NFkB inh 23.
CCc1nnc(SCC(=O)NCCC2=CCCCC2)nc1CC was read as SENP8 block -17, 697 NFkB inh -21, EBI2 antag 5, UBC13 polyUb -5, CCR6 antagonist 8, Gli-Sufu antag -10, Apaf1 inhib 4 and Jurkat NFkB inh 14.
`Cc1ccc(Nc2c(-c3ccccn3)nc3cc(C)ccn23)cc1` gave SENP8 block 10, 697 NFkB inh -5, EBI2 antag 7, UBC13 polyUb 42, CCR6 antagonist 57*, Gli-Sufu antag 31, Apaf1 inhib -10 and Jurkat NFkB inh 9.

Screens: PubChem, Sanford-Burnham Center for Chemical Genomics
